FXIIa single: human FXIIa protease inhibitors, primary screen, biochemical, single well; purified human FXIIa, AMC substrate fluorescence, 2 h; Coagulation factor XII (Homo sapiens), P00748; 33,000 compounds, 0.2% hits; inhibition, % at 10 µM; in the data active = inhibition above about 30%;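 also: 0% = enzyme with vehicle only and 100% = no enzyme blank; many of its hits are not listed in these tables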
Target sequence (P00748 20-372 limits assumed): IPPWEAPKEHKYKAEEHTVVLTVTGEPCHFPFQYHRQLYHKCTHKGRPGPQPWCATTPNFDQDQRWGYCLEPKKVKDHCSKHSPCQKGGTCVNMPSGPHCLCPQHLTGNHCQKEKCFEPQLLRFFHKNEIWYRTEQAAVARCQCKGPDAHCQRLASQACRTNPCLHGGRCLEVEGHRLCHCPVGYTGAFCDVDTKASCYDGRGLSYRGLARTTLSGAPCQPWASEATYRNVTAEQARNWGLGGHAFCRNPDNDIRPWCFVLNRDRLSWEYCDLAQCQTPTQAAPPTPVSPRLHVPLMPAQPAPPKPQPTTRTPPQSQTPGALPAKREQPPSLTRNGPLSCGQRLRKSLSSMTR
Target sequence (P00748 373-615 limits assumed): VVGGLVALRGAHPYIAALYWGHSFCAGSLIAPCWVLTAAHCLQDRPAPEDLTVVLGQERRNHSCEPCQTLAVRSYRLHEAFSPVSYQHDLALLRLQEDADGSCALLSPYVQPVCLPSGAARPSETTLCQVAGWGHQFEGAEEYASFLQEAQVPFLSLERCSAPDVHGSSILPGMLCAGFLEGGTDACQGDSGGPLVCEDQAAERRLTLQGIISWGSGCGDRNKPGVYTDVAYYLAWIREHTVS
FXIa inh: human FXIa protease inhibitors, primary screen, biochemical, single compound per well | inhibition, % at 10 µM | 33,000 compounds, 0.3% hits | AID 687, 2007 | Coagulation factor XI (Homo sapiens), P03951 | purified human FXIa, fluorogenic AMC substrate cleavage;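 active = inhibition above 40% in the primary screen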;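 also: 0% = enzyme without compound and 100% = blank wells lacking enzyme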
An asterisk follows results filed as active.

| smiles | FXIIa single | FXIa inh |
| --- | --- | --- |
| O=C(O)CCc1ccc(-c2ccccc2)n1NC(=O)c1sc2ccccc2c1Cl | 6.4 | 15.9 |
| Cc1cccc(C)c1OCC(O)CNC(C)(C)C (stereo unspecified) | 4.9 | -6.5 |
| Cc1cc(C)c(C)c(C(=O)CSc2nnc(-c3ccc4[nH]c(C)c(C)c4c3)o2)c1C | 6.8 | 2.2 |
| O=C(Cn1nc(C(F)(F)F)c2c1CCCCC2)N1CCOCC1 | -0.6 | -2.8 |
| Cn1c(CSCc2ccc(Cl)cc2)nnc1SCC(=O)Nc1nc2ccccc2s1 | 6.8 | 4.5 |
| COC(=O)c1cc2oc(C)cc2n1CC(=O)Nc1ccc(C)c(C)c1 | 4.2 | 1.6 |
| c1ccc2nc3c(cc2c1)CCCCCC3 | -4.2 | -4.0 |
| CC(C)NC(=O)C(=O)NCCc1ccc(Cl)cc1 | -1.5 | 0.7 |
| O=C(c1cccc(F)c1)N1CCN(CC2CC3C=CC2C3)CC1 (stereo unspecified) | 11.2 | 3.6 |
| C[C@H](NC(=O)NC1CCCc2ccccc21)C(=O)O (stereo partly specified) | -1.3 | -8.2 |
| O=c1c(C(c2nnnn2C2CCCCC2)N2CCCCC2)coc2ccc(Cl)cc12 (stereo unspecified) | -17.7 | 1.5 |
| CC(C)(C)c1cn(-c2ccc(F)cc2)c(=S)[nH]1 | -3.3 | -7.1 |
| CCCn1c(NCc2cc(C)ccc2O)nc2ccccc21 | 5.2 | -5.9 |
| CCc1nc2sc3c(c2c(=O)n1N)CCC3 | 10.6 | 4.2 |
| COc1ccc(C2CC(=O)C=C(NC3CCCC3)C2)cc1 (stereo unspecified) | -15.0 | 4.9 |
| COc1ccccc1NC1=NC(c2ccc(Cl)cc2)N=C(N)N1 (stereo unspecified) | 7.2 | 0.7 |
| CC(C)(C)n1nc2c(c1NC(=O)COc1ccc3ccccc3c1)CS(=O)(=O)C2 | 1.1 | 8.8 |
| CCN1C(=S)SC(=O)C1=C1C=C(C)N(CCO)C(C)=C1 | 9.8 | 1.4 |
| CCOC(=O)c1c(-c2cccs2)csc1NC(C)=O | 2.1 | -0.7 |
| Cc1occc1C(=O)OCC(=O)Nc1ccc(F)cc1 | 6.9 | -6.2 |
| CCc1ccc2c(c1)C1(NN=C(c3ccccc3)S1)C(=O)N2 (stereo unspecified) | 4.5 | -2.5 |
| COc1cc(NC(=O)c2ccc(Br)o2)ccc1NC(=O)c1ccccc1Cl | 10.2 | 1.4 |
| CCOC(=O)CSC1=C(C#N)C(=O)NC2(CCCCC2)S1 | 5.5 | 1.7 |
| Cc1c(C#N)c2ccccc2n1CC(=O)NC(C)c1ccccc1 (stereo unspecified) | 3.8 | -13.2 |
| CC(=O)N1N=C(c2cccc(Cl)c2)OC1c1ccc(C(C)C)cc1 (stereo unspecified) | 7.0 | -5.9 |
| Oc1c(Cl)cc(Cl)cc1/C=N/c1nccs1 | 7.4 | -0.6 |
| O=C1CCC(C(=O)N(Cc2ccco2)C2(C(=O)NC3CCCC3)CCCCC2)N1 (stereo unspecified) | 8.3 | -1.0 |
| COCCNC(=O)c1ccc(C)c(S(=O)(=O)Nc2ccc(C)cc2)c1 | 4.4 | 9.9 |
| O=C(CCC(=O)N1CCc2ccccc21)Nc1ccccc1 | 4.0 | 2.3 |
| Cc1nc(SCC(=O)NCc2ccc(F)cc2)c2c(=O)n(C)c(=O)n(C)c2n1 | 6.4 | 1.8 |
| O=C(NCc1ccco1)C(c1cccnc1)N(C(=O)Cn1nnc2ccccc21)c1ccccc1 (stereo unspecified) | -15.6 | -0.1 |
| CC(NC(=O)c1ccccc1)C(c1cccs1)N1CCOCC1 (stereo unspecified) | 3.3 | 0.8 |
| COc1cc(OC)c(NC(=O)CCc2ccccc2)cc1Cl | 3.3 | -3.9 |
| Cn1c(CNc2ccccn2)c(C#N)c2ccccc21 | 6.3 | 5.3 |
| CCCc1ccc(Oc2cc(C)nc(N3CCOCC3)n2)cc1 | -18.4 | 24.2 |
| CC(C)OCCCNC(=O)C1CCC(=O)N1C1CCCC1 (stereo unspecified) | 10.1 | -1.4 |

SMILES: COc1cccc(-n2nnnc2SCC(=O)c2cc(OC)ccc2OC)c1
- FXIIa single: -19.5
- FXIa inh: -6.5
SMILES: COC(=O)Cc1cc(=O)n2[nH]c(SC)nc2n1
- FXIIa single: -5.7
- FXIa inh: -4.2
SMILES: NC(=O)C1CCN(C(=O)CSc2nc3ccccc3s2)CC1
- FXIIa single: 7.8
- FXIa inh: -6.0
SMILES: Cc1sc(NC(=O)c2ccco2)nc1-c1ccccc1
- FXIIa single: 1.3
- FXIa inh: -11.0
SMILES: Cc1nc(N2CCC(C)CC2)c2oc3ccccc3c2n1
- FXIIa single: 22.7
- FXIa inh: -7.4
SMILES: O=C(CCN1CCCC1)Nc1ccccc1
- FXIIa single: 5.2
- FXIa inh: 0.1
SMILES: COc1ccc(-c2csc(C)n2)cc1
- FXIIa single: 4.3
- FXIa inh: 4.8
SMILES: O=C(O)C1C2C=CC(C2)C1C(=O)Nc1ccc(C(=O)N2CCCCC2)c(Cl)c1 (stereo unspecified)
- FXIIa single: 3.5
- FXIa inh: 0.9
SMILES: Cc1ccc(C(=O)N2C3C=CC(C3)C2(C(F)(F)F)C(F)(F)F)cc1 (stereo unspecified)
- FXIIa single: 2.8
- FXIa inh: 28.4
SMILES: Cc1ccc(-c2csc3ncn(CC(=O)N4CCOCC4)c(=O)c23)cc1C
- FXIIa single: -11.0
- FXIa inh: -0.3
SMILES: Cn1cc(S(=O)(=O)CC(=O)Nc2ccc(Br)cc2)c2ccccc21
- FXIIa single: 3.3
- FXIa inh: 6.8
SMILES: N#C/C(=C\c1ccc(-c2cccc(Cl)c2)o1)C(=O)Nc1cccc2cccnc12
- FXIIa single: -1.4
- FXIa inh: -2.9
SMILES: Cc1ccc(C(=O)Nc2ccc(O)cc2C(=O)O)cc1
- FXIIa single: 11.0
- FXIa inh: -1.8
SMILES: COc1ccc2[nH]c(C)c(CCN(Cc3cccs3)C(=S)Nc3cccc(F)c3)c2c1
- FXIIa single: 0.7
- FXIa inh: 4.6
SMILES: Cn1c(=O)c2c(ncn2CC(O)CNc2ccc(Cl)cc2)n(C)c1=O (stereo unspecified)
- FXIIa single: 6.2
- FXIa inh: 1.5
SMILES: O=C(Nc1ccc(-c2nnc3n2CCCCC3)cc1)c1cnccn1
- FXIIa single: 7.8
- FXIa inh: 5.4
SMILES: COc1cccc(-c2nn(C)c3sc(C(=O)NCc4ccc(C)cc4)cc23)c1
- FXIIa single: 9.7
- FXIa inh: -3.2
SMILES: NC1=NC2(CCCCC2)N(c2cccc(Cl)c2)C(N)=N1
- FXIIa single: 1.1
- FXIa inh: -9.4
SMILES: CCOC(=O)CSc1nc2sccc2c(=O)[nH]1
- FXIIa single: 5.6
- FXIa inh: 3.8
SMILES: Cc1ccc(/C=N/N2CCN(Cc3ccccc3)CC2)o1
- FXIIa single: 10.1
- FXIa inh: -1.2
SMILES: COC(=O)c1c(NC(=O)c2ccoc2C)sc2c1CCC2
- FXIIa single: -2.4
- FXIa inh: 0.1
SMILES: O=C(Nc1ccccc1)Nc1ccc(C(=O)N2CCOCC2)cc1
- FXIIa single: -11.1
- FXIa inh: -12.4
SMILES: Cc1ccc(-c2nn(CC(=O)NC(C)c3ccccc3)c(=O)c3ccccc23)cc1 (stereo unspecified)
- FXIIa single: 3.8
- FXIa inh: 5.0
SMILES: C=C1c2cc(C)ccc2NC(=O)N1c1ccc(C)cc1
- FXIIa single: 26.3
- FXIa inh: 12.7
SMILES: Cc1cc(SCCC(=O)O)nc2c(C)cccc12
- FXIIa single: 3.9
- FXIa inh: 0.5

SMILES: COc1cc(NC(=O)c2ccco2)ccc1NC(=O)c1ccccc1Cl
- FXIIa single: 7.9
- FXIa inh: 2.6
SMILES: NC(=O)c1oc2ccccc2c1NC(=O)c1ccccc1
- FXIIa single: 0.6
- FXIa inh: -7.0
SMILES: CC1CCCC(NC(=S)Nc2ccc(SC(F)F)cc2)C1C (stereo unspecified)
- FXIIa single: 7.2
- FXIa inh: 4.8
SMILES: Cc1ccc(S(=O)(=O)NCC(=O)Nc2ccc(C(F)(F)F)cc2)cc1
- FXIIa single: -13.3
- FXIa inh: 14.8
SMILES: Cc1ccc2c(C)nc(Nc3nc(CSc4nnc(C)s4)cc(=O)[nH]3)nc2c1
- FXIIa single: 4.9
- FXIa inh: 5.3
SMILES: O=c1oc2ccccc2c2c1ncn2C1CCCCC1
- FXIIa single: 3.4
- FXIa inh: -1.8
SMILES: CC(CC(C)C(=O)Nc1ccccc1C(C)(C)C)C(=O)O (stereo unspecified)
- FXIIa single: 7.5
- FXIa inh: 2.2
SMILES: CCCc1oc(C(=O)O)cc1CN1CCCC1
- FXIIa single: -16.8
- FXIa inh: 22.2
SMILES: CN=C1SC(CC(=O)Nc2sc(C)c(C)c2C(=O)OC)C(=O)N1C (stereo unspecified)
- FXIIa single: 3.5
- FXIa inh: -2.9
SMILES: CCCc1ccc(OC(=O)c2cccs2)cc1
- FXIIa single: -2.2
- FXIa inh: -8.2
SMILES: COc1cc(N)ccc1C(=O)O
- FXIIa single: 4.6
- FXIa inh: 3.3
SMILES: C=CCOc1ccc2nc(NC(=O)OC)[nH]c2c1
- FXIIa single: 4.8
- FXIa inh: 8.9
SMILES: COc1ccc(N(C(=O)c2cnccn2)C(C(=O)NC2CCCCC2)c2ccc(Cl)cc2)cc1 (stereo unspecified)
- FXIIa single: 2.9
- FXIa inh: -4.7
SMILES: Cc1cc(C)cc(NC(=O)CN2CCCN(S(=O)(=O)c3ccc(Br)s3)CC2)c1
- FXIIa single: 9.6
- FXIa inh: 4.9
SMILES: COc1cc([C@H]2[C@@H]3CCCC[C@]3(O)CCN2CC(=O)Nc2ccc(C)cc2)ccc1O
- FXIIa single: 0.2
- FXIa inh: -3.9
SMILES: COc1ccc(-c2nc(Cc3ccc(Cl)cc3)no2)cc1OC
- FXIIa single: 3.4
- FXIa inh: -6.7
SMILES: O=C(C1CC1)N1CCC(c2nc(-c3ccc(S(=O)(=O)N4CCCC4)cc3)no2)CC1
- FXIIa single: -4.7
- FXIa inh: 2.3
SMILES: O=C(CSc1nnc(-c2ccccc2O)o1)Oc1ccc(Br)cc1
- FXIIa single: 5.7
- FXIa inh: -9.3
SMILES: c1ccc(CNc2ncnc3c2ncn3C2CCCCO2)cc1 (stereo unspecified)
- FXIIa single: 9.3
- FXIa inh: 0.2
SMILES: O=C(COc1ccccc1)Nc1ccc(S(=O)(=O)N2CCCCCC2)cc1
- FXIIa single: -14.0
- FXIa inh: 22.1
SMILES: C=C(C)CSc1nnc(-c2cc(OC)c(OC)c(OC)c2)n1N
- FXIIa single: 6.3
- FXIa inh: 0.7
SMILES: O=C1c2ccccc2C(=O)N1CCN1CCc2ccccc21
- FXIIa single: 1.5
- FXIa inh: 5.3
SMILES: COc1ccccc1N1CCN(Cc2ccc(Br)o2)CC1
- FXIIa single: 7.2
- FXIa inh: -0.7
SMILES: COc1ccc(C2C(C(C)=O)=C(C)N=c3s/c(=C/c4ccc5c(c4)OCO5)c(=O)n32)cc1 (stereo unspecified)
- FXIIa single: 5.4
- FXIa inh: 6.5
SMILES: Cn1ccnc1Sc1nc2ccccc2nc1NS(=O)(=O)c1ccccc1
- FXIIa single: -12.3
- FXIa inh: 6.4

SMILES: Cc1oc(-c2ccccc2)nc1CC(=O)O
- FXIIa single: 4.1
- FXIa inh: 4.5
SMILES: Clc1ccc(-c2noc(CSc3nnc(-c4ccncc4)n3-c3ccccc3)n2)cc1
- FXIIa single: 0.3
- FXIa inh: -10.0
SMILES: COc1ccc(-c2c[n+]3c4n2CCCCC4=C(c2ccccc2)C3)cc1
- FXIIa single: -18.2
- FXIa inh: -9.2
SMILES: O=C(O)c1nsc(Cl)c1Cl
- FXIIa single: 7.4
- FXIa inh: -1.4
SMILES: CC(C)(C)c1nn(-c2ccccc2)c2[nH]c(=O)c(CNCc3ccc4c(c3)OCO4)cc12
- FXIIa single: 12.6
- FXIa inh: -0.2
SMILES: CCOC(=O)c1ccc2[nH]c3c(c2c1)CCCC3C(=O)OCC (stereo unspecified)
- FXIIa single: 5.8
- FXIa inh: 5.8
SMILES: CC(C)c1nnc(NC(=O)c2cnccn2)s1
- FXIIa single: 1.2
- FXIa inh: 6.5
SMILES: O=C(NN=C1CCCCCCC1)c1ccccn1
- FXIIa single: 3.3
- FXIa inh: 2.6
SMILES: Cc1ccc(N2CCN(S(=O)(=O)c3ccc4c(c3)n(C)c(=O)c(=O)n4C)CC2C)cc1 (stereo unspecified)
- FXIIa single: -2.0
- FXIa inh: -1.6
SMILES: CCOC(=O)c1ccc(-n2c(C)nc3c(cnn3-c3ccccc3Cl)c2=O)cc1
- FXIIa single: 10.1
- FXIa inh: 0.9
SMILES: Cc1ccccc1NC(=O)C1CCC(C)(C(=O)O)C1(C)C (stereo unspecified)
- FXIIa single: 4.9
- FXIa inh: -0.8
SMILES: Cc1cc2sc(C(=O)O)c(C)c2s1
- FXIIa single: 9.2
- FXIa inh: 3.1
SMILES: CC(NC(=O)N(Cc1ccccc1)Cc1ccc2c(c1)OCO2)(C(F)(F)F)C(F)(F)F
- FXIIa single: 5.9
- FXIa inh: -8.2
SMILES: C(#CCN1CCOCC1)COC(c1ccccc1)c1ccccc1
- FXIIa single: 5.3
- FXIa inh: 2.6
SMILES: O=S1(=O)NC(=NCc2ccccc2)c2ccccc21
- FXIIa single: 3.8
- FXIa inh: -1.6

An excerpt. The share of hits here may be higher or lower than overall.
